Bioassay records from PubChem.
inhibitors of VEEV: inhibitors of VEEV TC-83 cytopathic effect, confirmation, Vero cells (AID 588727). Vero cells, VEEV TC-83 cytopathic effect inhibition; higher % means a stronger effect. inhibition, % at 20 µM, or IC50 in µM where a hit was titrated. actives 0.13% (n = 350,000); in the data active = a potency from the dose series; note: strong numbers were not always called active
Active calls of the source: *; i = inactive.

#	compound	inhibitors of VEEV
1	CSc1ncnc2c1ncn2CCCN1CCN(c2ccccn2)CC1	i
2	O=C(NN=Cc1ccc(Cl)cc1Cl)c1ccccc1	4.5%
3	C[C@@H]1CCCCO[C@@H](CN(C)S(=O)(=O)c2ccccc2)[C@@H](C)CN([C@H](C)CO)C(=O)c2cc(N(C)C)ccc2O1	i
4	CN(C)Cc1c[nH]c2nccnc12	0.1%
5	CCN(C(=S)Nc1cccc2ccccc12)c1ccccc1	i
6	N#Cc1cnn2c(=O)[nH]cnc12	i
7	CC(=O)Nc1ccc(OCc2cn(CC(=O)c3ccc(O)cc3)nn2)cc1	0.5%
8	Cc1ccccc1OCc1nnc(SC(C)C(=O)O)n1-c1ccccc1 (centres undefined)	i
9	C#CCOC(=O)CCCN1C(=O)c2cccc3cccc(c23)C1=O	8.6%
10	Cc1ccc([C@H]2C[C@@H](n3cc(C4CC4)nn3)[C@H](O)CN2Cc2cccs2)cc1	0.3%
11	Cc1c(NC(=O)COC(=O)c2ccccc2O)c(=O)n(-c2ccccc2)n1C	0.1%
12	CCc1cc2c(cc1-c1csc(C/C(N)=N/O)n1)C(C)(C)CCC2(C)C	5.5%
13	C[C@@H]1CCCCO[C@@H](CN(C)Cc2ccc3c(c2)OCO3)[C@@H](C)CN([C@H](C)CO)C(=O)c2cc(NS(=O)(=O)c3ccccc3)ccc2O1	i
14	CCOC(=O)CNC(=O)N1Cc2ccccc2-n2nncc2C1	i
15	COc1ccc(CN2C(=O)C(CC(=O)NC3CCCCC3)CC(C(=O)N(C(C)C)C(C)C)=C2C)cc1 (centres undefined)	i
16	COc1ccc(C(=O)N/C(=C/c2cccs2)C(=O)N2CCN(C)CC2)cc1	2.7%
17	CNC[C@H]1OCCCC[C@H](C)Oc2ccc(NC(=O)CCCN(C)C)cc2C(=O)N([C@H](C)CO)C[C@@H]1C	0.9%
18	Cc1ccc(OC(=O)N(C)C[C@@H]2OCc3cnnn3CCCC(=O)N([C@@H](C)CO)C[C@@H]2C)cc1	0.6%
19	O=C(NCc1cccs1)c1ccc(Cl)c(S(=O)(=O)N2CCOCC2)c1	1.7%
20	COc1ccc(NC(=O)c2ccc(NC(=O)CN3CCN(c4ccccc4O)CC3)cc2)cc1	5.1%
21	CCc1c(O)nc(SCC(=O)Nc2ccccc2)n(-c2ccccc2C)c1=O	0.6%
22	Cc1cnc(CN(C)C(=O)C2CCC(=O)N(CCc3ccc(Cl)cc3)C2)[nH]1 (centres undefined)	1.1%
23	COC(=O)c1cccc(NC(=O)c2cccc(-n3cnnn3)c2)c1	1.4%
24	CCS(=O)(=O)c1nc(S(=O)(=O)c2ccc(C)cc2)c(N2CCCCCC2)s1	1.6%
25	O=C(N/N=C/c1c(O)ccc2ccccc12)C(=O)N1CCCC1	11%
26	Cc1c(CC(=O)N2CCC(O)CC2)c(=O)oc2cc3c(cc12)CCC1(CCCCC1)O3	4.3%
27	Nc1ncnc2nn(C3OC(CO)C(O)C3O)nc12 (centres undefined)	i
28	COc1cccc(NC(=O)c2cnc(NS(=O)(=O)c3ccccc3)nc2)c1	3.6%
29	O=c1ccn2c(n1)SC(c1ccccc1)C2 (centres undefined)	0.2%
30	Cc1noc(C)c1NC(=O)Nc1ccc2c(c1)C(=O)N([C@H](C)CO)C[C@H](C)[C@H](CN(C)C(=O)NC1CCCCC1)OCCCC[C@@H](C)O2	5.9%
31	COC(=O)C1=C(C)NC(C)=C(C(=O)OC)C1C(=O)OCC(=O)NC1CCCCC1C (centres undefined)	0.7%
32	COc1ccccc1C(=O)NC1CC2CCCC(C1)N2Cc1ccccc1 (centres undefined)	2.5%
33	COc1ccc(S(=O)(=O)N2CCC(C(=O)N[C@@H](C)C(=O)NCc3ccco3)CC2)cc1	0.5%
34	c1cnc(NCCSSCCNc2ncccn2)nc1	1.1%
35	Cc1nnc(NC(=O)CCC2CCCCC2)s1	i
36	O=C(Cn1sc2ccccc2c1=O)Nc1ccccc1	9.4%
37	CCN(CC)C(=O)C1=C(C)N(Cc2ccccc2)C(=O)C(CC(=O)NC2CCCC2)C1 (centres undefined)	2.0%
38	O=C1C=C(C#Cc2ccccc2)C[C@@H](c2ccc(F)cc2)C1	0.6%
39	COc1ccc(-c2ccc(CCC(=O)O)n2-c2cc(OC)ccc2OC)cc1	0.4%
40	Cc1ccc2c(c1)=N/C(=N\c1[nH]c(O)c3ccccc13)N=2	i

(list continues)
No.	canonical_smiles	inhibitors of VEEV
41	CC1=C(C(=O)N2CCOCC2)CC(CC(=O)NCc2cccs2)C(=O)N1CCC1=CCCCC1 (centres undefined)	i
42	CCOC(=O)c1c(C)cc2c(CO)n[nH]c(=O)c2c1C	11%
43	COc1ccc(NC2CCCN(C(=O)c3ccccc3-c3ncc[nH]3)C2)cc1 (centres undefined)	0.5%
44	Cc1ccc(S(=O)(=O)N(C)CC(=O)N(C)Cc2cccs2)cc1	0.2%
45	Cc1ccc(NC(=O)COC(=O)c2ccco2)cc1S(=O)(=O)N1CCCCC1	0.4%
46	FC(F)(F)C1=NNC(c2ccc3ccccc3c2)=NN1	1.3%
47	CC(C)CC1C(=O)N(Cc2cn(CC3CCCCC3)nn2)CCS(=O)(=O)N1Cc1ccc(-c2ccc(Cl)c(Cl)c2)cc1 (centres undefined)	1.6%
48	C[C@H](CO)N1C[C@H](C)[C@H](CN(C)C(=O)Nc2ccc(C(F)(F)F)cc2)Oc2ncc(-c3cccnc3)cc2C1=O	12%
49	COc1cc(NC(=O)CCNC(=O)N2CC(=O)Nc3ccccc32)cc(OC)c1OC	i
50	O=C(COC(=O)Cn1cnc2ccccc21)Nc1ccc(Br)cc1	i
51	COc1ccc2cc(/C(C)=N/NC(=O)c3cc(C)oc3C)ccc2c1	0.4%
52	O=C(NN=Cc1ccccc1Cl)c1ccccc1	2.1%
53	COc1cccc(S(=O)(=O)N(C)C[C@@H]2OCc3cnnn3CCCC(=O)N([C@@H](C)CO)C[C@H]2C)c1	0.9%
54	Cn1cc(CN2CCC(n3nccc3NC(=O)c3ccc4c(c3)OCO4)CC2)cn1	i
55	COc1ccc(C(=O)NCCCN2CCCC2=O)cc1S(=O)(=O)N1CCOCC1	0.6%
56	COc1ccc(C(=O)NCC2CCCO2)cc1S(=O)(=O)NCc1ccc(Cl)cc1 (centres undefined)	1.1%
57	COc1cccc(C(=O)c2ccncc2C(=O)O)c1OC	1.8%
58	O=C(Nc1ccc(S(=O)(=O)Nc2ncccn2)cc1)c1cccc([N+](=O)[O-])c1	2.4%
59	CC(C)c1ccc(C(=O)Nc2ccc(S(=O)(=O)NC3=NCCCCC3)cc2)cc1	i
60	O=C(NCC1=C(c2ccc3ccccc3c2)C[C@@H]2CC[C@H]1N2Cc1ccco1)c1cccnc1	i
61	CCOc1ccc(C(=O)CN2C(=O)NC3(CCCc4ccccc43)C2=O)cc1 (centres undefined)	6.2%
62	Sc1ccccc1N=Cc1cccs1	1.8%
63	CC(CN1CCN(CCOCCO)CC1)CN1c2ccccc2Sc2ccc(Cl)cc21 (centres undefined)	i
64	CC(C)CC1C(=O)N(Cc2cn(CCC3OCCO3)nn2)CCS(=O)(=O)N1Cc1ccc(-c2ccc(F)cc2)cc1 (centres undefined)	2.4%
65	CCCCCCn1c(SCC(=O)NC2CCS(=O)(=O)C2)nc2ccccc2c1=O (centres undefined)	2.7%
66	Cc1ccc([C@H]2C[C@H](n3cc(C4CC4)nn3)[C@@H](O)CN2Cc2cccs2)cc1	2.5%
67	O[C@H]1CN(CC2CCCCC2)[C@@H](c2ccc(Cl)cc2)C[C@@H]1n1cc(-c2ccc(F)cc2)nn1	1.4%
68	Cc1ccc2c(C)c(C(=O)N3CCC(C(N)=O)(N4CCCCC4)CC3)oc2c1C	6.1%
69	CCN(CC)CCCC(C)n1c(C)cc(C(=O)NS(=O)(=O)c2ccc(C)cc2)c1C (centres undefined)	0.4%
70	Cc1nnc(SCC(=O)NC2(C#N)CCCCC2)n1N	3.2%
71	O=C1[C@H]2[C@@H](c3ccccc3)N[C@]3(CCCN(Cc4ccc(Cl)cc4)C3=O)[C@H]2C(=O)N1Cc1ccccc1	4.0%
72	O=C1CCC(C(=O)OCC(=O)Nc2ccc(OC(F)F)cc2)=NN1	4.6%
73	C[C@@H]1CN([C@H](C)CO)C(=O)CCCn2nncc2CO[C@@H]1CN(C)C(=O)NC1CCCCC1	1.6%
74	C[C@@H]1CN([C@@H](C)CO)C(=O)CCCn2nncc2CO[C@@H]1CN(C)C(=O)c1ccc2ccn(C)c2c1	0.1%
75	CC1CCN(C(=O)c2[nH]cnc2C(=O)Nc2ccccc2F)CC1	1.2%
76	COc1cc2ccnc(C=NO)c2cc1OC	0.4%
77	CCN(CC)C(=O)C1=C(C)N(Cc2ccc(F)cc2)C(=O)C(CC(=O)NCc2cccs2)C1 (centres undefined)	1.8%
78	CN1C(=O)[C@H]2[C@@H](c3ccccc3)N[C@]3(CCCN(Cc4ccc(F)cc4)C3=O)[C@H]2C1=O	0.0%
79	CCCCN1C[C@H](c2ccc(Br)cc2)[C@@H](CC(=O)Nc2ccc(Br)cc2)C1=O	4.8%
80	C[C@H](CO)N1C[C@H](C)[C@H](CN(C)C(=O)c2ccccc2)OCc2ccccc2-c2c(n(C)c3ccccc23)C1=O	1.6%
81	Cc1cccc(NC(=O)CN(C)C(=O)Cc2ccc(-c3ccccc3)cc2)c1C	1.7%
82	CCC(=NNS(=O)(=O)c1ccc(C)cc1)c1ccc(OC)c(C)c1	0.9%
83	COc1ccc(CCNS(=O)(=O)c2ccc3c(c2)CC(C)N3C(=O)C2CC2)cc1OC (centres undefined)	2.1%
84	CSc1ncccc1C(=O)N1CCCC(N2CCN(c3ccccc3C)CC2)C1 (centres undefined)	7.3%
85	Cc1[nH]c2ccccc2c1C(=O)C(=O)NCc1nnnn1-c1cccc(F)c1	1.1%
86	Cc1ccc(NC(=O)c2ccc(OCC3CCCO3)cc2)cc1Cl (centres undefined)	i
87	Cc1ccc(S(=O)(=O)CCC(=O)Nc2cc(C)on2)cc1	i
88	Cn1ncc([N+](=O)[O-])c1C(=O)Nc1ccccc1C#N	0.1%
89	Cc1cccc(NC(=O)Oc2ccc(Cl)c3cccnc23)c1	10%
90	Cc1ccccc1N1CCN(C2CCCN(C(=O)CSc3ccccn3)C2)CC1 (centres undefined)	i
91	CCN(CC)C(=O)C1=C(C)N(Cc2ccc(F)cc2)C(=O)C(CC(=O)NC(c2ccccc2)c2ccccc2)C1 (centres undefined)	1.8%
92	Cc1ccc(S(=O)(=O)N2C[C@]3(O)C[C@@H]4C(=O)N(c5ccccc5)C(=O)[C@@H]4C[C@]3(OC(=O)NC3CC3)C2)cc1	2.7%
93	O=C1Nc2cc(C(=O)NCCN3CCCCCC3)ccc2S/C1=C/c1ccccc1F	i
94	CC(C)=C(c1ccc(Cl)cc1)c1c(N)ncnc1N	i
95	CCCCCCN1C[C@H](O)[C@@H](n2cc(-c3ccc(F)cc3)nn2)C[C@@H]1c1ccc(Cl)cc1	i
96	C[C@H](CO)N1C[C@H](C)[C@H](CN(C)C(=O)c2ccncc2)OCc2cnnn2CCCC1=O	1.1%

New compounds follow.
No.	canonical_smiles	inhibitors of VEEV
97	COCCCNC1=C(C#N)C(=O)NC(c2cccs2)S1 (centres undefined)	0.8%
98	COc1cc(NS(=O)(=O)c2ccc(-n3cccn3)cc2)cc(OC)c1	i
99	CSc1ncnc2c1ncn2CCCN[C@H](C)c1cccc2ccccc12	i
100	CN(CCc1ccccc1)C(=O)CC1C(=O)NCCN1Cc1ccccn1 (centres undefined)	2.4%
101	COc1ccc(CNC(=O)O[C@]23C[C@H]4C(=O)N(c5ccccc5)C(=O)[C@H]4C[C@@]2(O)CN(S(=O)(=O)c2ccc(C)cc2)C3)cc1OC	1.4%
102	Cc1ccc([C@H]2C[C@H](n3cc(COC(=O)c4ccccc4)nn3)[C@@H](O)CN2C(=O)c2cccs2)cc1	1.4%
103	CN(C(=O)COC(=O)Cc1ccc(Br)cc1)c1c(N)n(Cc2ccccc2)c(=O)[nH]c1=O	1.1%

In the list so far, 13 contain a Cl atom.
No.	canonical_smiles	inhibitors of VEEV
2	O=C(NN=Cc1ccc(Cl)cc1Cl)c1ccccc1	4.5%
19	O=C(NCc1cccs1)c1ccc(Cl)c(S(=O)(=O)N2CCOCC2)c1	1.7%
22	Cc1cnc(CN(C)C(=O)C2CCC(=O)N(CCc3ccc(Cl)cc3)C2)[nH]1 (centres undefined)	1.1%
47	CC(C)CC1C(=O)N(Cc2cn(CC3CCCCC3)nn2)CCS(=O)(=O)N1Cc1ccc(-c2ccc(Cl)c(Cl)c2)cc1 (centres undefined)	1.6%
52	O=C(NN=Cc1ccccc1Cl)c1ccccc1	2.1%
56	COc1ccc(C(=O)NCC2CCCO2)cc1S(=O)(=O)NCc1ccc(Cl)cc1 (centres undefined)	1.1%
63	CC(CN1CCN(CCOCCO)CC1)CN1c2ccccc2Sc2ccc(Cl)cc21 (centres undefined)	i
67	O[C@H]1CN(CC2CCCCC2)[C@@H](c2ccc(Cl)cc2)C[C@@H]1n1cc(-c2ccc(F)cc2)nn1	1.4%
71	O=C1[C@H]2[C@@H](c3ccccc3)N[C@]3(CCCN(Cc4ccc(Cl)cc4)C3=O)[C@H]2C(=O)N1Cc1ccccc1	4.0%
86	Cc1ccc(NC(=O)c2ccc(OCC3CCCO3)cc2)cc1Cl (centres undefined)	i
89	Cc1cccc(NC(=O)Oc2ccc(Cl)c3cccnc23)c1	10%
94	CC(C)=C(c1ccc(Cl)cc1)c1c(N)ncnc1N	i
95	CCCCCCN1C[C@H](O)[C@@H](n2cc(-c3ccc(F)cc3)nn2)C[C@@H]1c1ccc(Cl)cc1	i

A portion of the library, so the mix of outcomes need not match the whole.
